hIAP act = human IAP activation. 330,000 tested, 0.16% active. purified human IAP, CDP-Star luminescence, 30 min; active compounds read high; 1 = vehicle-only enzyme, 0 = enzyme-free background. AID 2524. activation factor at 10 µM;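 active = activation factor of the enzyme at least 2-fold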; also: the source names both 10 and 20 µM as test concentration; values of inactives mirror those of a sister screen read the other way
Target sequence (P09923 whole entry, looked up): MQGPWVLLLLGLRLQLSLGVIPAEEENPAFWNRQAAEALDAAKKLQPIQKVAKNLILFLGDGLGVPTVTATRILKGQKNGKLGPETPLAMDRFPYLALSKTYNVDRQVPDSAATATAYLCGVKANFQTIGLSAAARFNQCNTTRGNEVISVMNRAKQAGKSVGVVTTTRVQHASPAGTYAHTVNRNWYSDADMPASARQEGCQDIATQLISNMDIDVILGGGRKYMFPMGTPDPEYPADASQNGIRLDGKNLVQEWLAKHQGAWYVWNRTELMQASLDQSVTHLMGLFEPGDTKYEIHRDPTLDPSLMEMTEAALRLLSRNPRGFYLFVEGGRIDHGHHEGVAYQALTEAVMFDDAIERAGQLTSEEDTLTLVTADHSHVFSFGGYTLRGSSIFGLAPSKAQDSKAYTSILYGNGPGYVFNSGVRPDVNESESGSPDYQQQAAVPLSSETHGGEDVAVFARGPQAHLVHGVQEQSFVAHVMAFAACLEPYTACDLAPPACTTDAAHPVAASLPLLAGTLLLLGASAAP
hIAP inh = human IAP inhibition; P09923; purified IAP, CDP-Star luminescence, 30 min; inhibition, % at 10 µM; 330,000 tested, 0.12% active;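 active = inhibition reaching a set limit with compound at 10 µM in the primary screen, cut at about 35% in these data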;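 also: plate controls were DMSO wells with enzyme for no effect and no-enzyme buffer wells for full effect; values of inactives mirror those of a sister screen read the other way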
PfG6PD inh = PfG6PD (Plasmodium falciparum) enzyme inhibition | inhibition, % at 20 µM | 350,000 tested, 0.78% active | PfGluPho enzyme, NADPH resazurin-diaphorase fluorescence;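 active = inhibition reaching at least a set limit at 20 µM in the primary screen, cut at about 59% in these data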;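 also: 0% = DMSO wells with substrate and 100% = DMSO wells lacking glucose-6-phosphate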
mIAP act = mouse IAP activation. AID 2805. 330,000 tested, 0.24% active. activation factor at 10 µM. muIAP, CDP-Star luminescence, 30 min; active compounds read high; 1 = vehicle-only enzyme signal, 0 = enzyme-free wells;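 active = activation factor of at least 2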; also: the source names both 10 and 20 µM as test concentration; values of inactives mirror those of a sister screen read the other way
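also added = chemiluminescent substrate CDP-Star | test system = mouse IAP enzyme | signal = chemiluminescence readout | compound = DMSO-dissolved test compounds | incubation = 30 min at room temperature | benchmarks = DMSO wells, no-enzyme wells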
HKDC1 inh = blocks human hexokinase HKDC1 activity; 340,000 tested, 0.16% active; inhibition, % at 20 µM; AID 493160; Q2TB90; recombinant HKDC1, G6PDH/diaphorase resazurin coupled fluorescence;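 active = inhibition above about 35% when tested at 20 µM, limit read from the data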;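 also: plate controls were DMSO wells with enzyme for no effect and DMSO wells lacking enzyme for full effect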
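Test system: Recombinant HKDC1 (HK5) hexokinase enzyme, produced in-house | Input: HKDC1 at 5 µg/mL | Buffer or medium: Tris pH 8.0 buffer with MgCl2, Tween-20, BSA, BME | Schedule: 90 min reaction incubation at room temperature, dark | Technique: Resazurin-to-resorufin fluorescence via G6PDH and diaphorase coupling, 525/613 nm | Controls: DMSO wells with and without enzyme mix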
mIAP block = blocks mouse intestinal alkaline phosphatase; purified mouse IAP, CDP-Star luminescence, 30 min; inhibition, % at 10 µM; 330,000 tested, 0.2% active;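 active = inhibition of at least 40% at 10 µM in the primary screen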;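 also: plate controls were DMSO with enzyme for no effect and no enzyme wells for full effect; values of inactives mirror those of a sister screen read the other way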
A3A deaminase = human APOBEC3A DNA deaminase inhibition | P31941 | recombinant A3A, FAM/TAMRA ssDNA deamination fluorescence | inhibition, % at 20 µM | 330,000 tested, 0.41% active | AID 493011;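 active = at least 40% inhibition at 20 µM here, with at most 30% in a related deaminase screen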;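 also: plate controls were A3A with DMSO for no effect and wells lacking A3A enzyme for full effect; some results filed as inactive read as strong as hits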
Target sequence (P31941 whole entry, looked up): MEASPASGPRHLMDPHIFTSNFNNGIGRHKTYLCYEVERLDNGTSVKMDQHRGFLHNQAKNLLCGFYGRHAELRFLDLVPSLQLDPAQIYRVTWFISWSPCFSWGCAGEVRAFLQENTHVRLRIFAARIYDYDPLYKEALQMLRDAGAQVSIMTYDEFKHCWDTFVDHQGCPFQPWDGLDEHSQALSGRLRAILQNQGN
ATG4B inhibitor = blocks human ATG4B protease cleavage of LC3 substrate | Q9Y4P1 | ATG4B cleavage of LC3-PLA2, NBD-HPC fluorescence, 1 h | inhibition, % at 8.33 µM | 340,000 tested, 0.51% active; in the data active = inhibition above about 40%
* = called active by the depositor; & = joins results of further samples.

SMILES	hIAP act	hIAP inh	PfG6PD inh	mIAP act	HKDC1 inh	mIAP block	A3A deaminase	ATG4B inhibitor
CCC(C)N(C(=O)CSc1nnc(-c2cccs2)n1C1CC1)C1CCS(=O)(=O)C1 (stereo not given)	0.93	7	17	1	-3	-3	2	-1
COCCn1c(=O)[nH]c2cc(C(=O)NCCc3ccc(OC)c(OC)c3)ccc2c1=O	0.89	11	6	1	2	-2	0	1
O=C(COC(=O)c1ccc(Br)o1)Nc1ncc([N+](=O)[O-])s1	0.88	12	13	0.39	8	61*	3	11
CCOCCCN(CCC#N)S(=O)(=O)c1ccc(S(=O)(=O)N2CCCC2)cc1	1	-2	-10	1.2	-7	-20	-4	-9
Cc1cc(SCC(=O)O)nc2ccccc12	1.2&0.96	-15&4	5&18	1&1	2&-6	-2&-1	-6&-2	-9&0
Cc1oc(-c2ccccc2F)nc1CS(=O)(=O)CC(=O)N1CCN(c2ccccc2)CC1	1	0	-5	1	-2	-2	-3	-9
COc1cc(/C=N/NC(=O)COc2cccc(F)c2)ccc1OS(=O)(=O)c1ccc(C)cc1	0.86	14	14	0.96	-6	4	3	-27
O=C(COC(=O)/C=C/c1cccc(Cl)c1)NCCC1=CCCCC1	1	-1	10	0.98	-6	2	-1	3
CN(CC(=O)Nc1ccncc1)S(=O)(=O)c1ccc(Cl)cc1	1	0	-7	1	-6	-2	0	5
O=c1c(-c2n[nH]c(=S)o2)cccn1Cc1ccccc1	0.99	1	-8	0.82	13	18	-1	-1
O=C(COc1ccc(Cl)cc1)Nc1cccc(S(=O)(=O)NCc2ccco2)c1	1.1	-6	3	1.1	6	-8	0	-8
Cc1c(Cl)cccc1NC(=O)CSc1nccn1C	1.2	-16	-4	0.92	-7	8	2	0
CC1(C)Cc2c(sc3nc[nH]c(=O)c23)CO1	0.97	2	-16	1.1	8	-11	0	7
Cc1ccc(C)c(NC(=O)C(C)CC2COCCO2)c1 (stereo not given)	0.91	9	11	1.1	2	-8	1	-15
Cc1ccc2nc(NCc3ccccc3)c(C#N)cc2c1	1.1	-7	5	1	-2	-4	4	-5
CCOC(=O)C/C(C)=N/NC(=O)C1CC1(c1ccccc1)c1ccccc1 (stereo not given)	0.99	1	-22	1.1	-9	-12	6	3
O=C(CNS(=O)(=O)c1ccc(Cl)cc1)NC1CCCCC1	0.97	3	11	1	1	0	-4	-1
CCCn1nnnc1COc1ccc(C(N)=O)cc1	1	-2	3	0.95	-5	5	-3	6
CCCc1cc(=O)[nH]c(SCC(=O)Nc2ccc(OC)c(S(=O)(=O)N3CCCCC3)c2)n1	1	0	-20	1	1	-3	2	-10
Cc1cc(Cl)c(S(=O)(=O)N2CCN(c3ccc(F)cc3)CC2)cc1OCC(=O)NC1CCCCC1	1	-2	4	1.2	14	-18	1	6
O=C(O)C/C(=C\c1ccc(N2CCOCC2)c([N+](=O)[O-])c1)c1nc2ccccc2s1	0.96	4	-1	0.97	3	3	1	0
CCN1CCN(S(=O)(=O)c2c[nH]c(C(=O)OC)c2)CC1	0.95	5	-8	1.1	3	-5	-2	-11
Cc1ccc(C23OC(=O)C(C)(C)C2OC(=O)C3(C)C)cc1 (stereo not given)	0.84	16	11	1.1	-8	-5	-3	-6
CCOC(=O)CN(Cc1ccc(OC)c(OC)c1)S(=O)(=O)c1ccc(OC)cc1	1.1	-14	0	0.94	-10	6	2	-12
Cc1ccc(Cl)c(NC(=O)CSc2cccc[n+]2[O-])c1Cl	0.98	2	4	0.97	-8	3	-2	2
CCc1ccc(C(=O)Nc2nnn(CC)n2)cc1	0.78	22	0	0.97	-14	2	-2	0
Cc1ccc(S(=O)(=O)N2CCN(C(=O)c3cc4c(s3)CCCC4)CC2)c(C)c1	0.93	8	4	0.99	0	1	-3	1
Cc1ccccc1OC1C(=O)N(CC2CCCO2)C1c1ccc2c(c1)OCO2 (stereo not given)	1.2	-19	-14	1	-5	0	4	0
CCN1CCSc2ccc(C(=O)NCc3cccc(F)c3)cc21	1.1	-6	13	1.2	1	-20	-2	19
CN1CCN(S(=O)(=O)c2ccc(-c3ccc(Cl)cc3)cc2)CC1	0.85	15	-13	1	5	-3	0	-3

Quoted at random: two records from the list
SMILES	hIAP act	hIAP inh	PfG6PD inh	mIAP act	HKDC1 inh	mIAP block	A3A deaminase	ATG4B inhibitor
Cc1ccc(Cl)c(NC(=O)CSc2cccc[n+]2[O-])c1Cl	0.98	2	4	0.97	-8	3	-2	2
CCCn1nnnc1COc1ccc(C(N)=O)cc1	1	-2	3	0.95	-5	5	-3	6

Next part
SMILES	hIAP act	hIAP inh	PfG6PD inh	mIAP act	HKDC1 inh	mIAP block	A3A deaminase	ATG4B inhibitor
Cc1ccnc(NC(=S)NC(=O)c2ccco2)c1	1	-2	10	0.96	-11	4	-5	-3
COc1ccc(/C=N/NC(=O)CC(=O)NCc2cccnc2)cc1[N+](=O)[O-]	0.75	25	-14	1.1	4	-11	-2	10
CC(=O)Nc1ccc(C(=O)Nc2ccc(S(=O)(=O)N3CCCC3)cc2)cc1	0.94	6	-24	0.97	-6	2	0	-8
CNC(=S)N1CCN(c2ccc([N+](=O)[O-])cc2)CC1	0.96	4	0	0.97	0	3	-3	4
C=CCn1c(C)nnc1SCC(=O)Nc1ccc2c(c1)OCCO2	1.2	-15	-12	0.97	-2	3	3	1
COc1ccc(NC(=S)N2CCN(C(=O)c3ccco3)CC2)c(OC)c1	1	-2	9	1	-9	-5	-1	0
COc1ccc(F)cc1CN1CCN(C(=O)CCC(=O)Nc2nnc(CC(C)C)s2)CC1	1	-2	-20	0.97	0	3	-3	-7
COc1cc(NC(=O)c2cccs2)ccc1NC(=O)c1ccco1	0.98	2	21	1.1	-1	-15	-6	-7
NC(=O)CSc1oc(-c2ccco2)nc1S(=O)(=O)c1ccc(Br)cc1	1	-2	13	0.8	-2	20	-4	-2
N=C1/C(=C\c2ccc(-c3cccc(Cl)c3)o2)C(=O)N=C2SC=C(c3ccccc3)N12	1	-1	-5	0.72	-9	28	2	16
Cc1cc(C)c2nc(Cl)c(CN(Cc3ccco3)C(=O)Nc3ccccc3C)cc2c1	1.2	-17	11	1.1	0	-9	0	-15
CC1CCN(C(=O)C2CCCN(S(=O)(=O)c3ccc4c(c3)CC(C)N4C(=O)C3CC3)C2)CC1 (stereo not given)	1.2	-19	3	0.99	0	1	-3	-7
O=C(O)c1nc(-c2ccccc2)n(-c2cccc(C(F)(F)F)c2)n1	0.9	10	-10	0.99	-1	1	-3	5
Cc1oc2ccc(OC(=O)N3CCOCC3)cc2c1C(=O)OC(C)C	1.5	-49	5	1	-5	-1	-1	-7
O=C(CCC(=O)c1ccc(Cl)cc1)OCC(=O)c1ccccc1	0.93	7	-8	0.95	4	5	-3	19
CCC(NC(=O)c1ccccc1NC(=O)c1ccccc1)C(=O)O (stereo not given)	0.95	5	-14	0.83	-11	17	-1	-7
C#CCOc1ccc(/C=C2/C(=O)ON=C2C)cc1OCC	1.1	-12	23	0.98	-1	2	-4	-3
O=c1[nH]c(=O)n(Cc2ccco2)c2c1C(C(F)(F)F)(C(F)(F)F)N=C(CCc1ccccc1)N2	1.2	-19	-15	0.97	-6	3	0	-3
CCc1ccc(OCC(=O)NNC(=O)C2CCC2)cc1	1.5	-47	7	0.92	-2	8	0	0
O=C(Oc1ccccc1C(=O)Nc1ccccc1)c1ccc(Br)c([N+](=O)[O-])c1	1.3	-30	33	1.1	-1	-8	0	10
COc1ccc([N+](=O)[O-])cc1NS(=O)(=O)c1ccccc1	0.82	18	-7	0.95	-6	5	-1	-3
OCCNc1nc(-c2ccccc2)c2ccccc2n1	0.99	1	13	1.2	1	-16	-4	-6
COc1cccc(-c2nnc3n2N=C(c2cc(OC)ccc2OC)CS3)c1	0.92	8	10	1	0	-2	-1	-22
COc1ccc(S(=O)(=O)NC2CC(C)(C)NC(C)(C)C2)cc1	0.87	13	-5	0.99	-1	1	-7	6
CC1Sc2ccc(S(=O)(=O)NCCc3ccc(Cl)cc3)cc2NC1=O (stereo not given)	1	-5	17	1	1	0	1	-20
Cn1c(=O)c2c(nc(Sc3ncnn3CC(=O)NC(C)(C)C)n2C)n(C)c1=O	1.1	-9	-2	0.99	-5	1	-1	-2
COc1ccc(S(=O)(=O)N2CCN(C(=O)COc3ccccc3)CC2)cc1	1	-1	-18	1	17	-2	1	-1
Cc1ccc(C(=O)Nc2sc(C)c(-c3ccccc3)c2C(N)=O)cc1[N+](=O)[O-]	1.1	-6	41	0.94	-4	6	5	-9
Cc1ccc2c(c1)N(CC(=O)NC1CCCc3ccccc31)C(=O)CO2 (stereo not given)	1	0	-8	1	-13	-4	-2	4
O=S(=O)(NCCCc1ccccc1)c1ccc(F)c(F)c1	0.87	13	5	1.1	0	-6	-2	-2

Records listed so far marked active in mIAP block.
SMILES	hIAP act	hIAP inh	PfG6PD inh	mIAP act	HKDC1 inh	mIAP block	A3A deaminase	ATG4B inhibitor
O=C(COC(=O)c1ccc(Br)o1)Nc1ncc([N+](=O)[O-])s1	0.88	12	13	0.39	8	61*	3	11

Remaining list, next part
SMILES	hIAP act	hIAP inh	PfG6PD inh	mIAP act	HKDC1 inh	mIAP block	A3A deaminase	ATG4B inhibitor
O=C(/C(=C(\O)c1ccccc1)c1nc2ccccc2[nH]1)c1ccccc1	1.1	-15	2	0.9	-14	10	0	-2
CC(C)(C)c1nnc(NS(=O)(=O)c2cc(Cl)ccc2Cl)s1	1.1	-11	8	0.93	1	7	0	0
CCCCn1c(N)c(N(CCC(C)C)C(=O)C(C)N2C(=O)c3ccccc3C2=O)c(=O)[nH]c1=O (stereo not given)	1	-4	-5	0.98	-7	2	30	0
N#CC1=C(N)C(C#N)(C#N)C(c2ccncc2)C2CN(C(=O)OCc3ccccc3)CC=C12 (stereo not given)	0.98	2	7	1	0	0	3	-7
COc1nc(C)nc(NC(=O)NS(=O)(=O)c2ccc(C)cc2)n1	1.1	-9	12	1.1	2	-6	-3	-5
COc1ccc(NC(=S)Nc2ccccn2)cc1	0.96	4	0	1	-1	-1	3	11
CCCCN(C)C1CCN(C(=S)Nc2cccc(SC)c2)CC1	1.1	-5	12	1	-8	0	1	15
C/C(=N\Nc1ccc(S(=O)(=O)N2CCCCC2)cn1)c1cccc(Br)c1	1.1	-9	14	0.99	4	1	-1	-2
COc1cc2c(C(=O)N3CCN(C)CC3)c(C)n(-c3ccccc3)c2cc1Br	0.97	3	7	0.99	1	1	-4	13
Cc1ccc(/C=N/NC(=O)CNC(=O)COc2ccc(Cl)cc2)o1	1	-1	8	0.98	0	2	0	-9
NC(=O)C(=O)NN=C1CCC(c2ccccc2)CC1 (stereo not given)	1	-4	-2	0.9	-8	10	-1	-9
COc1ccccc1CNC(=O)C(NC(=O)C1CCCCC1)C(C)C (stereo not given)	1	-2	0	1.1	-2	-9	-1	-7
COc1ccc(CNC(=O)c2ccc(N3CCC4(CC3)CC(c3ccc(Cl)cc3)=NO4)c(NC(=O)c3ccccc3)c2)cc1	0.99	1	7	1.1	-1	-7	4	-9
Cc1ccc(NC(=O)CN(C)C(=O)CSc2nc3ccccc3c(=O)n2CCO)cc1	0.97	3	8	0.9	0	10	-1	-6
Cc1ccc(C)c2[nH]c(=O)c(C(c3nnnn3C3CCCC3)N3CCOCC3)cc12 (stereo not given)	1.3	-30	-7	1	0	-2	-3	-1
CCC1CCCCN1C(=O)Cn1c(C(=O)OC)cc2ccsc21 (stereo not given)	0.97	3	-16	0.97	-6	3	2	-9
O=C(COc1ccccc1)Nc1ccc(S(=O)(=O)Nc2ncccn2)cc1	0.98	2	1	1	-3	-4	2	3
O=C(COc1ccc(Cl)cc1)NC1CC1	0.97	3	-16	0.99	-2	1	1	1

Assay outcomes: PubChem BioAssay, Sanford-Burnham Center for Chemical Genomics
